# Pemphigus Ab inh = human desmoglein-3 autoantibody binding inhibition | P32926 | DSG3-coupled beads, scFv-anti-DSG3-GFP binding, flow cytometry; active compounds read low | binding (percent of control), % at 10 µM | 310,000 compounds, 0.48% hits | AID 588358;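 active = binding more than 3 SD below its plate's average and above zero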;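 also: hits lower antibody fragment binding to DSG3; some compounds called inactive have numbers as strong as hits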
# NSD2 HMT inh = NSD2 (human) methyltransferase inhibition. 310,000 compounds, 0.54% hits. NSD2 peptide methylation, AlphaScreen, 120 min. AID 743445. inhibition, % at 12.5 µM. O96028; in the data active = inhibition above about 50%
# PKA-R1A activ = activators of PKA-R1A complex. PKA-R1A dissociation, Cy5-IP20 fluorescence polarization; scaled: DMSO 0%, 113 µM cGMP 100%. activation, % at 11.4 µM. 340,000 compounds, 0.083% hits. AID 504707;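 active = percent activation above the mean of all tested compounds plus 3 SD, cut at about 19% in these data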;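 also: higher means more PKAc released from R1A so a rise in polarization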
# PKA-R2B activ = activators of human PKA-R2B complex. PKA-R2B holoenzyme dissociation, Cy5-IP20 fluorescence polarization; R2B truncated from residue 108, S112A mutant; 0% DMSO only, 100% 113 µM cGMP. 340,000 compounds, 0.079% hits. P22694+P31323. activation, % at 11.4 µM;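 active = activation above a cutoff set at the mean over all compounds plus 3 SD, cut at about 18% in these data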;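 also: higher means more holoenzyme dissociation and a rise in polarization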
# Target sequence (P31323 whole entry, looked up, other chains not shown, the tested form may be a part): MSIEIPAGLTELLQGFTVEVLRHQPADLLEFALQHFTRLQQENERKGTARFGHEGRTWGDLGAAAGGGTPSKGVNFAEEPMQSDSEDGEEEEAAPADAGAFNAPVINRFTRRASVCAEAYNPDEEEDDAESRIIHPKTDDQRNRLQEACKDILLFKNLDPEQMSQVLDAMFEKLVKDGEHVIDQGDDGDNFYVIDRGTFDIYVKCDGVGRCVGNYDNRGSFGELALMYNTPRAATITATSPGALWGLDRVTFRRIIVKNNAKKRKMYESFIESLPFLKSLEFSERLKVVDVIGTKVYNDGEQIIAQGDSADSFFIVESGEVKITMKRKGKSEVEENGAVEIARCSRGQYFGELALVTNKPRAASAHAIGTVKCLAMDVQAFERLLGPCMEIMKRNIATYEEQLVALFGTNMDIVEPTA
# Active calls of the source: *. This is a subset (hit frequency here may not be typical).
Pemphigus Ab inh | Structure | NSD2 HMT inh | PKA-R1A activ | PKA-R2B activ
101 | CCc1ccc(-n2c(=S)sc3c(=O)[nH]c(SCC(=O)NC4CCCCC4)nc32)cc1 | 15 | -4 | -1
99 | Cc1cc(OC(C)C(=O)NC2CC(C)(C)NC(C)(C)C2)c2c(C)c(C)c(=O)oc2c1 (centres undefined) | -1 | 3 | 4
102 | O=C(c1ccccc1)N(C(=O)c1ccccc1)c1ccccc1 | 0 | 2 | 5
97 | COc1ccc(Cl)cc1C(=O)NC1CC(C)(C)NC(C)(C)C1 | 0 | 9 | 0
93 | COc1ccc(/C=C/C(=O)OCC(=O)Nc2nnc(-c3ccccc3)o2)c(OC)c1 | 10 | 10 | 0
104 | CCN(c1ccccc1)S(=O)(=O)c1cccc(C(=O)Nc2cccc(C)n2)c1 | -1 | -5 | 2
99 | COc1ccc(CCNC(=O)CNC(=O)N2CC(=O)Nc3ccccc32)cc1 | -2 | 6 | 2
94 | COc1cc(C(=O)N(Cc2ccccc2)c2cccc(C)c2)ccc1OCC(=O)N1CCOCC1 | 6 | 0 | -2
100 | CCOC(=O)C1=C(COC(=O)C2CC(=O)N(c3ccccc3CC)C2)NC(=O)NC1C (centres undefined) | -10 | 2 | 9
100 | Cc1ncoc1C(=O)NC1CCCc2c1cnn2-c1cc(F)cc(F)c1 (centres undefined) | 0 | 9 | 11
100 | CC(=O)NC(CCc1ccc(Cl)c(Cl)c1)c1cccc(O)c(=O)c1 (centres undefined) | 30 | 4 | 8
97 | O=C(Nc1ccc2nc(N3CCOCC3)sc2c1)c1cc2ccccc2o1 | -6 | -2 | 1
106 | Nc1ccccc1CCc1ccccc1N | -7 | -3 | -7
102 | Clc1ccc(Br)c(-c2nc3ccccc3[nH]2)c1 | 0 | -4 | -6
95 | O=C(CCCN1C(=O)/C(=C\c2cccs2)SC1=S)Nc1ccccc1O | -2 | 3 | -4
102 | CN1CC(O)(C(O)C(O)C(O)CO)SC1=S (centres undefined) | -3 | -5 | -8
101 | NC(=O)CCC(NC(=O)OCc1ccccc1)C(=O)OCC(=O)c1ccccc1 (centres undefined) | 0 | -3 | -10
107 | NC1(CO)COC(c2ccccc2)OC1 (centres undefined) | -1 | -4 | 0
104 | C=CCSc1nc2c(N)ncnc2n1C1OC(CO)C(O)C1O (centres undefined) | 0 | 10 | 2
106 | O=C(Cn1cc(C(F)(F)F)ccc1=O)Nc1ccc2c(c1)OCO2 | 0 | -1 | 3
94 | CCCCn1c(N)c(N(Cc2ccccc2OC)C(=O)C(C)Oc2cccc(Cl)c2)c(=O)[nH]c1=O (centres undefined) | 0 | 0 | -2
108 | Cc1nc(Cc2nnc(SCC(=O)N3c4ccccc4NC(=O)C3(C)C)o2)cs1 | 0 | 3 | 0
99 | Cc1csc(=O)n1CCC(=O)OCC(=O)NCc1ccccc1 | -2 | -11 | 0
103 | COc1cccc(CN2CC(C(=O)NCCc3nccs3)CCC2=O)c1 (centres undefined) | -2 | -6 | -10
105 | COc1cccc(CN(CCC(=O)O)Cc2cccc(OC)c2)c1 | -2 | 12 | -13
92 | CN(CC(=O)Nc1ccc(Cl)c(C(F)(F)F)c1)S(=O)(=O)c1cnc[nH]1 | 10 | 2 | 0
109 | CCc1cccc(CC)c1N1C(=O)C2=C(SCCCS2)C1=O | -4 | -6 | -2
100 | Cn1cc(C=CC(=O)O)c2nccnc21 | 1 | 2 | 1
100 | CC1(C)N=C(N)N=C(N)N1c1ccc(OCC(=O)N2CCOCC2)cc1 | 1 | 4 | -2
101 | NS(=O)(=O)c1ccc(CCNC(=O)CSc2nc3ccsc3c(=O)n2Cc2ccccn2)cc1 | -1 | 2 | -2
104 | COc1ccc(S(=O)(=O)N2CCCOC2CNC(=O)C(=O)NCc2ccccc2C)cc1 (centres undefined) | -2 | 6 | 1
107 | CC(C)[C@H](NC(=O)c1ccccc1F)C(=O)Nc1cccc(S(=O)(=O)N2CCOCC2)c1 | -1 | 0 | 5
99 | COC(=O)C1=C(O)/C(=C/c2ccc(OCC(=O)Nc3ccc(OC)cc3)cc2)N=C1C | 24 | -1 | 8
106 | Cc1cnc(C=O)c2cccc([N+](=O)[O-])c12 | 0 | -4 | -2
105 | CC1(C)CC(=O)C2=C(C1)OC1=C(C(=O)CC(C)(C)C1)C2c1ccccc1Cl | 21 | 13 | 0
108 | Cn1c(SCC(=O)NC2CCCCC2)nnc1C(F)(F)F | -3 | 11 | 14
98 | c1coc(-c2cnc3ccccc3n2)c1 | 1 | -1 | 1
105 | c1ccc2c(-c3nc4ccccc4[nH]3)cccc2c1 | -2 | -11 | 13
105 | Nc1ccccc1-n1nc2ccc3ccccc3c2n1 | -5 | 8 | -5
103 | CC(Sc1nnc(C(C)Oc2ccc(F)cc2)o1)C(=O)NCc1ccc2c(c1)OCO2 (centres undefined) | 0 | -1 | -2
103 | CN(C)c1ccc(N=Nc2nccs2)cc1 | 26 | -2 | -10
101 | O=P1(O)CC2=C(CC=CC2)C1 | -7 | -7 | 6
103 | COc1ccc2nc(N(CCN(C)C)C(=O)c3ccc4ncsc4c3)sc2c1 | 4 | 2 | -1
102 | C=CCN(c1ccccc1OC)S(=O)(=O)c1ccc(Cl)c(C(=O)NCc2ccco2)c1 | -1 | -2 | -2
108 | COc1cccc(CCNC(=O)c2cc(COc3cccc(OC)c3)on2)c1 | -2 | 14 | -9
110 | c1ccc2c(C3OCC4(CCCCC4)CO3)cccc2c1 | -5 | 5 | -3
104 | CC(C)(C)c1ccc(C(=O)NCc2nnc(SCC(=O)N3CCCC3)o2)cc1 | -2 | -11 | -10
102 | O=C(NCCS(=O)(=O)N1CCN(C(=O)c2ccco2)CC1)c1ccccc1 | -1 | -3 | 3
110 | C1CCN(CCC2CCCCN2)CC1 (centres undefined) | 0 | -1 | 2
100 | O=C(NCCN1CCOCC1)C(=O)NCC1OCCN1S(=O)(=O)c1ccc(Cl)cc1 (centres undefined) | -7 | 4 | -10
94 | Cc1ccc(C(=O)OCC(=O)Nc2c(C)nn(-c3ccccc3)c2C)c(O)c1 | -1 | -6 | 0
98 | COc1cc(N=Nc2ccc(Br)cc2)cc(C=O)c1O | -1 | 7 | 10
105 | Nc1ccc(Cl)cc1C(=O)c1ccc[nH]1 | 4 | -1 | 13
103 | N#Cc1cnn(-c2cc(Cl)ccc2Cl)c1N | -2 | -1 | -4
94 | Cc1ccc(S(=O)(=O)N2CCOCC2)cc1C(=O)OCC(=O)Nc1ccc(Cl)cn1 | 5 | -8 | 0
113 | COc1ccccc1OCCSc1nc2ccccc2n1CC(=O)O | 14 | 5 | -4
101 | CS(=O)(=O)c1ccc(Cl)c(NC(=O)c2ccc(-n3cncn3)c([N+](=O)[O-])c2)c1 | 5 | 2 | -6
105 | COc1cccc(COC(=O)C(Cc2ccccc2)NC(=O)c2ccco2)c1 (centres undefined) | -2 | 3 | 8
112 | Cc1nc2ccccn2c(=O)c1NC(=O)c1ccc(Br)o1 | 1 | 6 | -2
105 | COc1nc(=O)n(C2C=CC(=O)O2)cc1F (centres undefined) | 2 | 4 | -12

# More compounds follow:
Pemphigus Ab inh | Structure | NSD2 HMT inh | PKA-R1A activ | PKA-R2B activ
100 | NC(=O)C1CC(=O)N(c2ccc(OCc3ccc(Cl)c(Cl)c3)cc2)C1 (centres undefined) | -1 | -8 | -6
98 | O=C(O)CSc1ccn(Cc2ccccc2)c1 | -1 | 0 | 6
102 | O=C(COC(=O)c1ccc(F)cc1F)Nc1ccc(S(=O)(=O)N2CCOCC2)cc1 | -1 | -2 | -2
106 | C[C@H]1C(=O)N(C)CCN1C(=O)c1ccc(OC2CCN(CCc3ccccc3)CC2)cc1 | 2 | -7 | -10
104 | FC(F)(F)C(F)(F)c1nc2nc(Cl)c(Cl)nc2[nH]1 | 24 | 7 | -1
95 | Cc1ccc(CNS(=O)(=O)c2ccc(-n3cccn3)cc2)cc1 | 4 | -2 | -2
104 | COCCCNC1=C(C#N)C(=O)NC(c2cccc([N+](=O)[O-])c2)S1 (centres undefined) | 2 | -8 | 1
107 | O=C1OCCC1=COCCCCOC=C1CCOC1=O | -1 | 1 | 3
100 | COc1cccc(CN2C(=NC(=O)C3CCCO3)SC3CS(=O)(=O)CC32)c1 (centres undefined) | 2 | -10 | 5
101 | CCOc1ccc(S(=O)(=O)NCCC(=O)NCC(c2ccc(OC)cc2)N2CCOCC2)cc1 (centres undefined) | 1 | 0 | -10
99 | Cc1ccc(S(=O)(=O)NN=C2CCc3ccccc32)cc1 | 2 | 9 | -7
104 | CCN(Cc1ccc(Br)s1)C(=O)CSc1nnc(C2CC2)n1C1CC1 | 10 | -2 | 13
98 | C=CCn1c(SCC(=O)Nc2c(C)n(C)n(-c3ccccc3)c2=O)nnc1-c1ccncc1 | 1 | 7 | 14
108 | Cc1onc(-c2ccccc2)c1-c1nnc(COC(=O)c2ccc(F)cc2)o1 | -2 | -10 | 9
97 | CN(c1ccccc1)S(=O)(=O)c1cccc(C(=O)NCC(c2cccs2)N2CCOCC2)c1 (centres undefined) | 1 | -9 | -1
99 | CC(Oc1ccccc1)C(=O)N1CCN(S(=O)(=O)c2ccc(OC(F)(F)F)cc2)CC1 (centres undefined) | -4 | -1 | -3
97 | O=C(COC(=O)c1cccnc1Cl)Nc1ccc(N2CCOCC2)cc1 | 1 | 10 | 6
104 | COc1ccc(CCN2CC(C(=O)OCC(=O)c3c(N)n(CC(C)C)c(=O)n(C)c3=O)CC2=O)cc1OC (centres undefined) | 3 | -4 | -7
101 | CCN(CC)S(=O)(=O)c1ccc(O)c(C(=O)OCC(=O)N2CCCc3ccccc32)c1 | 0 | -13 | -3
106 | O=C1OC(COCC#Cc2ccccc2)CN1c1ccccc1 (centres undefined) | -2 | -10 | 0
97 | N#CCC(=O)Nc1ccc(C(=O)OCC(=O)Nc2cc(-c3ccccc3)nn2-c2ccccc2)cc1 | 1 | -4 | -12
100 | O=C(CCN1CCCO1)N1CCCC(Nc2cccc(F)c2)C1 (centres undefined) | 1 | -6 | 9
100 | Cc1ccc(NC(=O)CN(C)C(=O)c2cccc(S(=O)(=O)N3CCc4ccccc4C3)c2)cc1 | -7 | -5 | -4
96 | O=C(c1ccc(N2C(=O)c3ccccc3C2=O)cc1)N1CCN(S(=O)(=O)c2ccccc2F)CC1 | 1 | 7 | 9
99 | CCOc1ccccc1NC(=O)c1cc2ccccc2o1 | 5 | -6 | -6
103 | CC1Cc2ccccc2N1C(=O)CN1CCN(S(=O)(=O)c2ccc3c(c2)OCCCO3)CC1 (centres undefined) | 5 | -6 | -15
95 | O=C1OC(O)c2cccc3cccc1c23 (centres undefined) | -1 | 7 | -3
99 | COc1ccc(OCC(=O)N2CCN(S(=O)(=O)c3ccc4c(c3)OCCO4)CC2)cc1 | 9 | -7 | 0
104 | O=C(O)c1cnc2ccc(Cl)cc2n1 | 0 | 0 | -6
100 | O=C(NCC(=O)N1CCN(Cc2c(F)cccc2Cl)CC1)c1cccs1 | 22 | -13 | -4
95 | O=C1NC(=O)C2C3OC(C(Br)C3Br)C12 (centres undefined) | -3 | -6 | 1
97 | Cc1cccc(N(CC(=O)N2CCCC2)S(C)(=O)=O)c1C | -5 | -7 | 0
104 | Cc1ccccc1Nc1nc(N)nc(COC(=O)c2nn(C)c(=O)c3ccccc23)n1 | -4 | 8 | 3
101 | O=C1NN(c2ccccc2)C(=O)C1=Cc1ccccc1 | 2 | 10 | 1
95 | COc1cc(/C=N/NC(=O)c2nnn(-c3nonc3N)c2C)ccc1OCc1ccc(Cl)cc1 | 3 | -2 | -5
103 | Cc1ccccc1NC(=O)Cc1nc(COC(=O)c2nccnc2N)cs1 | 5 | 5 | -11
106 | COc1ccc(C(=O)COC(=O)C2COc3ccccc3O2)c(OC)c1 (centres undefined) | -1 | 0 | -3
103 | COc1ccc(C(=O)N2CCc3ccccc3C2)cc1S(=O)(=O)N1CCCC1 | 9 | 1 | 1
100 | Cc1ccn2c(-c3csc(Nc4ccc(C(=O)O)cc4)n3)c(C)nc2c1 | 6 | 4 | -10
95 | CCC(CC)c1nnc(NC(=O)Cc2c[nH]c3ccccc23)s1 | 1 | -7 | -10
110 | CC(C)CN(C(=O)CSc1nc2ccccc2[nH]1)c1c(N)n(Cc2ccccc2)c(=O)[nH]c1=O | 0 | -4 | 0
109 | CN(C)c1ccc(C=O)c(Oc2ccccc2)c1 | 1 | 2 | 4
101 | O=C(O)C(Cc1ccccc1)N1C(=O)C=CC1=O (centres undefined) | -4 | -5 | 1
98 | O=C(O)C(=Cc1ccc([N+](=O)[O-])cc1)c1cccc(Cl)c1 | 1 | 2 | -11
102 | Clc1ccc2nc(C(Cl)(Cl)Cl)[nH]c2c1 | -4 | 1 | 7
101 | Cc1oc(-c2ccc(F)cc2F)nc1CN1CCN(C(=O)c2ccco2)CC1 | 0 | -2 | 6
106 | COc1ccc(-c2csc(N(CCCN(C)C)C(=O)c3ccc(OC)c(OC)c3)n2)cc1 | 12 | 9 | 2
101 | CC(=O)c1c(C)[nH]c(C(=O)OC(C)C(=O)NC2CCCCC2)c1C (centres undefined) | 0 | -8 | 4

# High-throughput results: PubChem BioAssay, several laboratories
